Source: PubChem BioAssay
NOD2-RIPK2 inh: blocks binding of human NOD2 to RIPK2; O43353; CHO BLA complementation NOD2-RIPK2, CCF4 ratio; inhibition, % at 4.98 µM; 0.38% of 360,000 active; AID 624267; in the data active = inhibition above about 21%;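 note: 0% = vehicle only and 100% = reference blocker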
ABCB6 inh 2: inhibitors of human ABC transporter ABCB6; Q9NP58; K562-ABCB6 porphyrin accumulation, flow cytometry, 1 h; stronger effect = lower value; fluorescence ratio to DMSO, % at 10 µM; 0.19% of 360,000 active; AID 602162;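 active = fluorescence ratio to DMSO below 75%, the collection mean minus 3 SD; inconclusive = too few cells collected in the well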;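 note: signal is porphyrin accumulated inside mitochondria; 100% equals median channel fluorescence of DMSO control wells; lower ratio means ABCB6 inhibition with less porphyrin fluorescence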
Granule exo inh: lytic granule exocytosis inhibition; TALL-104 LAMP-1 surface exposure, flow cytometry; cells stimulated with thapsigargin and PMA; inhibition, % at 10 µM; 0.66% of 360,000 active; AID 651702;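 active = inhibition above about 55%, limit read from the data; inconclusive = no clear call, values can overlap the other calls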
MC4R ag barr: agonists of human melanocortin 4 receptor (MC4R) beta-arrestin; 0.98% of 360,000 active; U2OS MC4R beta-arrestin complementation, luminescence; percent of melanotan II response, DMSO zero; activation, % at 8.9 µM; AID 540308; P32245;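 active = activation above a per-plate cutoff, the mean activation of sample wells on that plate plus 3 SD, cut at about 8% in these data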
Vif inh: inhibitors of HIV Vif. HEK293T cells, Vif self-association by quenched fluorescence, imaging, 24 h. inhibition, % at 7.49 µM. 0.35% of 340,000 active; in the data active = inhibition above about 50%, passing the limit was not always enough; inconclusive = no clear call, values can overlap the other calls; inactive = below about 31%; note: some results filed as inactive read as strong as hits
TLR9-MyD88 block: blocks human TLR9 binding to MyD88. CHO BLA complementation TLR9-MyD88, CCF4 FRET ratio. 0.21% of 340,000 active. inhibition, % at 4.98 µM;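 active = inhibition above the mean over all tested compounds plus 3 SD, cut at about 21% in these data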;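 note: 0% = DMSO only wells and 100% = clavulanate BLA inhibitor control wells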
N-glyco inh: blocks N-linked glycosylation in D54 reporter cells. AID 588692. 0.23% of 360,000 active. reporter increase, % at 12.5 µM. D54 ERlucT glycosylation luciferase reporter, 24 h; percent of 100 nM tunicamycin response;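 active = mean luciferase reporter signal, scaled so untreated is 0 and the glycosylation-blocking control 100, at or above a set limit in every replicate; inconclusive = mean reaches the limit but not every replicate does; inactive = mean below the limit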;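 note: luciferase carries N-glycosylation sites so blocking glycosylation raises the light; 0% = median of neutral control wells and 100% = median of 100 nM tunicamycin wells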
aDG glyco up: increases alpha dystroglycan glycosylation; 0.22% of 360,000 active; activation, % at 10 µM; Pro5-aDG cells, alpha-DG glycosylation AlphaScreen (IIH6); 0% Pro5, 100% B10-LARGE cell signal; AID 624168;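 active = activation of at least 8% versus controls, or a plate z-score of at least 8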;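 note: Pro5 are CHO cells carrying HIG-tagged alpha-DG that lacks glycosylation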
ABHD5-PLIN5 inh: inhibitors of human ABHD5-perilipin-5 interaction. Q00G26+Q8WTS1. Split G. princeps luciferase complementation, luminescence, 4 h. inhibition, % at 4 µM. 0.78% of 360,000 active. AID 602281;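 active = inhibition above the mean inhibition across every tested compound plus 3 SD, cut at about 22% in these data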;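 note: 0% = DMSO only wells and the 100% control is not disclosed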
Target sequence (Q00G26 whole entry, looked up): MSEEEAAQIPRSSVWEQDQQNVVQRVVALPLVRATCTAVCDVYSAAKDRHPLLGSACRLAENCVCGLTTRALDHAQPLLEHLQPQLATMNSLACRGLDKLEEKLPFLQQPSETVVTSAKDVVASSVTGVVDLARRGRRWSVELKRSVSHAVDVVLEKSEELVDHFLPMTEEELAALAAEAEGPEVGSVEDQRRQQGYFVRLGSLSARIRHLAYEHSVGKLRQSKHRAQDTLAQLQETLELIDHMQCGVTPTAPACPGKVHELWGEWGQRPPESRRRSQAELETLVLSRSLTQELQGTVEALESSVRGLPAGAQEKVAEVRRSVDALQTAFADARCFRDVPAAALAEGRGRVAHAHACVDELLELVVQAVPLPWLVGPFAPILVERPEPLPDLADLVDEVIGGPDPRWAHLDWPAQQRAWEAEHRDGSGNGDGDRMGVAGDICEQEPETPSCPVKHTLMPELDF
Target sequence (Q8WTS1 whole entry, looked up): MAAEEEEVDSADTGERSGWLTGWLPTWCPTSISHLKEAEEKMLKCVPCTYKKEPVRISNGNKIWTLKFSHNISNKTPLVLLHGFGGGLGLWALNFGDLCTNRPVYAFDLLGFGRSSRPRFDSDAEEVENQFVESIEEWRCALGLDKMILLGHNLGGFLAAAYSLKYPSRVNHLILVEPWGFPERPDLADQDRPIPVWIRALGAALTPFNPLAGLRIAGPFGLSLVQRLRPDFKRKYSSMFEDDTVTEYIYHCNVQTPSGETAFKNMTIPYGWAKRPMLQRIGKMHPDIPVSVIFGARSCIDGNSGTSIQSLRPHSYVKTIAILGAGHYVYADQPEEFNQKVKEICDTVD
MC4R antagonist: antagonists of human melanocortin 4 receptor (MC4R); inhibition, % at 6.5 µM; P32245; MC4R-expressing cells, MTII-stimulated cAMP, LANCE TR-FRET; AID 540295; 0.48% of 360,000 active;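 active = inhibition above its plate's cutoff, the mean of tested wells on that plate plus 3 SD, cut at about 29% in these data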;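 note: 0% = Melanotan II alone and 100% = Melanotan II plus saturating MCL0020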
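Assay system: U2OS-MC4R stable cell line; Also added: Melanotan II; Technique: Eu-cAMP/anti-cAMP TR-FRET, emission 671 nm; Times: 30-min compound, 1-h challenge, 1-h detection, room temperature.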
Numbers without * were called inactive. A portion of the library; count on the stated rates, not on these rows.

Screening O=C(Oc1cccc(NC(=O)c2ccccc2Cl)c1)c1ccc([N+](=O)[O-])cc1 returned NOD2-RIPK2 inh -4, ABCB6 inh 2 107, Granule exo inh 6, MC4R ag barr -2.2, Vif inh 0, TLR9-MyD88 block 1, N-glyco inh 4, aDG glyco up 0.6, ABHD5-PLIN5 inh -3 and MC4R antagonist -4.
`Cc1ccc2nsnc2c1S(=O)(=O)NCCc1c(C)[nH]c2ccc(F)cc12` gave NOD2-RIPK2 inh -10, ABCB6 inh 2 100, Granule exo inh 0, MC4R ag barr -0.5, Vif inh 0, TLR9-MyD88 block -1, N-glyco inh -1, aDG glyco up -0.1, ABHD5-PLIN5 inh -4 and MC4R antagonist 5.
For COc1ccc2[nH]c3c(c2c1)CCN1C(=O)C(CC(=O)NCCN2CCOCC2)C[C@H](C(=O)N2CCCCC2)[C@@]31C (some centres not stated) the results were NOD2-RIPK2 inh -6, ABCB6 inh 2 100, Granule exo inh -2, MC4R ag barr -2.3, Vif inh -10, TLR9-MyD88 block 3, N-glyco inh 2, aDG glyco up -0.1, ABHD5-PLIN5 inh -7 and MC4R antagonist 9.
`S=c1[nH]c(-c2ccccc2)cn1/N=C/c1ccc(Br)cc1` gave NOD2-RIPK2 inh 3, ABCB6 inh 2 99, Granule exo inh 2, MC4R ag barr -1.7, Vif inh -1, TLR9-MyD88 block -4, N-glyco inh 1, aDG glyco up 1.4, ABHD5-PLIN5 inh -1 and MC4R antagonist 14.
`COc1ccc2sc(-c3ccc(SC)cc3)c(/C=C/c3ccc(OC)c(OC)c3)c2c1` gave NOD2-RIPK2 inh 8, ABCB6 inh 2 101, Granule exo inh -14, MC4R ag barr -2.7, Vif inh 19, TLR9-MyD88 block 6, N-glyco inh 0, aDG glyco up -0.4, ABHD5-PLIN5 inh -29 and MC4R antagonist 12.
Screening NNC(=O)c1cc(S(=O)(=O)N2CCOCC2)c[nH]1 returned NOD2-RIPK2 inh -3, ABCB6 inh 2 98, Granule exo inh -4, MC4R ag barr -1.4, Vif inh 0, TLR9-MyD88 block -3, N-glyco inh 2, aDG glyco up -0.2, ABHD5-PLIN5 inh -2 and MC4R antagonist 0.
`O=[N+]([O-])c1cc(/C=N/O)ccc1Sc1ccccc1` gave NOD2-RIPK2 inh 11, Granule exo inh -3, MC4R ag barr 2.3, Vif inh -7, TLR9-MyD88 block 1, N-glyco inh -2, aDG glyco up -0.2, ABHD5-PLIN5 inh -7 and MC4R antagonist -15.
Cc1ccc(C(=O)N/C(=C/c2cccc([N+](=O)[O-])c2)C(=O)NC(C)C)cc1 was read as NOD2-RIPK2 inh -5, ABCB6 inh 2 87, Granule exo inh -10, MC4R ag barr 1.2, Vif inh -5, TLR9-MyD88 block -4, N-glyco inh 0, aDG glyco up 1.0, ABHD5-PLIN5 inh 1 and MC4R antagonist 2.
For CCOC(=O)c1c(C)[nH]c(C)c1S(=O)(=O)N(C)CC(=O)Nc1ccc(C)cn1 the results were NOD2-RIPK2 inh 1, ABCB6 inh 2 102, Granule exo inh 3, MC4R ag barr -0.6, Vif inh 9, TLR9-MyD88 block 0, N-glyco inh 0, aDG glyco up -0.3, ABHD5-PLIN5 inh -9 and MC4R antagonist 11.
CCOC(=O)NC(=O)COC(=O)CCCSc1nc2ccccc2s1 was read as NOD2-RIPK2 inh -2, ABCB6 inh 2 94, Granule exo inh 1, MC4R ag barr -2.9, Vif inh inconclusive, TLR9-MyD88 block -19, N-glyco inh 1, aDG glyco up -0.1, ABHD5-PLIN5 inh 0 and MC4R antagonist -1.
For O=C1NC(c2ccccc2)=CC(c2ccccc2)N1 (configuration not stated) the results were NOD2-RIPK2 inh -10, ABCB6 inh 2 100, Granule exo inh -2, MC4R ag barr 0.1, Vif inh 8, TLR9-MyD88 block -4, N-glyco inh 1, aDG glyco up 0.2, ABHD5-PLIN5 inh -3 and MC4R antagonist 0.
CCOC(=O)C(C)Sc1nc2c(c(=O)[nH]c(=O)n2C)n1C/C=C(/C)Cl (configuration not stated) was read as NOD2-RIPK2 inh 5, ABCB6 inh 2 98, Granule exo inh 0, MC4R ag barr -1.4, Vif inh 9, TLR9-MyD88 block 1, N-glyco inh 2, aDG glyco up 0.0, ABHD5-PLIN5 inh -2 and MC4R antagonist -9.

Sorted by number of heavy atoms (ascending): 3 of the compounds above.
For CCOC(=O)c1c(C)[nH]c(C)c1S(=O)(=O)N(C)CC(=O)Nc1ccc(C)cn1 the results were NOD2-RIPK2 inh 1, ABCB6 inh 2 102, Granule exo inh 3, MC4R ag barr -0.6, Vif inh 9, TLR9-MyD88 block 0, N-glyco inh 0, aDG glyco up -0.3, ABHD5-PLIN5 inh -9 and MC4R antagonist 11.
`COc1ccc2sc(-c3ccc(SC)cc3)c(/C=C/c3ccc(OC)c(OC)c3)c2c1` gave NOD2-RIPK2 inh 8, ABCB6 inh 2 101, Granule exo inh -14, MC4R ag barr -2.7, Vif inh 19, TLR9-MyD88 block 6, N-glyco inh 0, aDG glyco up -0.4, ABHD5-PLIN5 inh -29 and MC4R antagonist 12.
For COc1ccc2[nH]c3c(c2c1)CCN1C(=O)C(CC(=O)NCCN2CCOCC2)C[C@H](C(=O)N2CCCCC2)[C@@]31C (some centres not stated) the results were NOD2-RIPK2 inh -6, ABCB6 inh 2 100, Granule exo inh -2, MC4R ag barr -2.3, Vif inh -10, TLR9-MyD88 block 3, N-glyco inh 2, aDG glyco up -0.1, ABHD5-PLIN5 inh -7 and MC4R antagonist 9.

The results go on:
Screening CCOc1ncccc1C(=O)OCC(=O)Nc1ccc(S(=O)(=O)N2CCOCC2)cc1 returned NOD2-RIPK2 inh -6, ABCB6 inh 2 100, Granule exo inh 0, MC4R ag barr -0.9, Vif inh 1, TLR9-MyD88 block -1, N-glyco inh 2, aDG glyco up -0.4, ABHD5-PLIN5 inh -7 and MC4R antagonist 0.
Screening CN1C(=O)CC(N2CCN(c3ccc(Cl)c(Cl)c3)CC2)C1=O (configuration not stated) returned NOD2-RIPK2 inh -1, ABCB6 inh 2 88, Granule exo inh -6, MC4R ag barr -1.1, Vif inh 1, TLR9-MyD88 block 9, N-glyco inh -2, aDG glyco up 0.2, ABHD5-PLIN5 inh -10 and MC4R antagonist 1.
Screening CC(C)NCC(O)COc1ccc(CC(N)=O)cc1 (configuration not stated) returned NOD2-RIPK2 inh 7, ABCB6 inh 2 104, MC4R ag barr -0.4, Vif inh -3, TLR9-MyD88 block -3, N-glyco inh 1, aDG glyco up 0.0, ABHD5-PLIN5 inh -7 and MC4R antagonist 1.
Screening Cc1ccc(OC(C)C(=O)N2CC(=O)Nc3ccccc32)cc1 (configuration not stated) returned NOD2-RIPK2 inh -1, ABCB6 inh 2 98, Granule exo inh -2, MC4R ag barr 1.0, Vif inh -11, TLR9-MyD88 block 0, N-glyco inh -2, aDG glyco up 0.1, ABHD5-PLIN5 inh -2 and MC4R antagonist 6.
Screening Cn1ccsc1=NC(=O)c1ccc(S(C)(=O)=O)c([N+](=O)[O-])c1 returned NOD2-RIPK2 inh 6, ABCB6 inh 2 98, Granule exo inh -10, MC4R ag barr -3.7, Vif inh -13, TLR9-MyD88 block -3, N-glyco inh -14, aDG glyco up 1.5, ABHD5-PLIN5 inh 4 and MC4R antagonist 33*.
Screening O=C(Nc1ccccc1)C1=C[C@H](c2ccccc2)C[C@H](OCCCCO)O1 returned NOD2-RIPK2 inh 1, ABCB6 inh 2 99, Granule exo inh 12, MC4R ag barr -1.1, Vif inh -4, TLR9-MyD88 block -3, N-glyco inh 0, aDG glyco up -0.2, ABHD5-PLIN5 inh -12 and MC4R antagonist -14.
`COc1cc(OC)c2ccc(=O)oc2c1C(CC(=O)N1CCOCC1)c1ccc(N(C)C)cc1` (configuration not stated) gave NOD2-RIPK2 inh -8, ABCB6 inh 2 95, Granule exo inh -7, MC4R ag barr -2.4, Vif inh -6, TLR9-MyD88 block -9, N-glyco inh 3, aDG glyco up 0.0, ABHD5-PLIN5 inh -2 and MC4R antagonist 3.
CCNC(=S)Nc1cc(OCC)c(NC(=O)c2ccco2)cc1OCC was read as NOD2-RIPK2 inh -5, ABCB6 inh 2 100, Granule exo inh 1, MC4R ag barr 0.4, Vif inh 0, TLR9-MyD88 block -6, N-glyco inh 1, aDG glyco up 0.0, ABHD5-PLIN5 inh -1 and MC4R antagonist 10.
O=C(CCC1CCN(C(=O)c2cccc(Cl)c2F)CC1)Nc1ccccc1 was read as NOD2-RIPK2 inh -9, ABCB6 inh 2 101, Granule exo inh 0, MC4R ag barr -3.2, Vif inh 9, TLR9-MyD88 block -5, N-glyco inh -1, aDG glyco up 0.1, ABHD5-PLIN5 inh -1 and MC4R antagonist -2.
For CC1CN=C(c2cccn2Cc2ccc(F)cc2Cl)O1 (configuration not stated) the results were NOD2-RIPK2 inh 0, ABCB6 inh 2 98, Granule exo inh 1, MC4R ag barr 6.2, Vif inh 5, TLR9-MyD88 block -2, N-glyco inh -1, aDG glyco up 0.4, ABHD5-PLIN5 inh 7 and MC4R antagonist 14.
Cc1ncc2c(n1)NC(=O)NC2 was read as NOD2-RIPK2 inh -14, ABCB6 inh 2 95, Granule exo inh 0, MC4R ag barr -0.9, Vif inh -1, TLR9-MyD88 block -3, N-glyco inh 2, aDG glyco up -0.2, ABHD5-PLIN5 inh 2 and MC4R antagonist 11.
Screening Clc1ccc(/C=N/Nc2ccccn2)cc1 returned NOD2-RIPK2 inh -4, ABCB6 inh 2 97, Granule exo inh -2, MC4R ag barr -2.4, Vif inh 15, TLR9-MyD88 block -6, N-glyco inh 0, aDG glyco up -0.1, ABHD5-PLIN5 inh 2 and MC4R antagonist -7.
`O=C(Nc1ccccc1)N1CCC(C(=O)N2CCN(Cc3ccccc3)CC2)CC1` gave NOD2-RIPK2 inh -1, ABCB6 inh 2 102, Granule exo inh 1, MC4R ag barr -2.1, Vif inh -2, TLR9-MyD88 block 0, N-glyco inh 1, aDG glyco up -0.1, ABHD5-PLIN5 inh -7 and MC4R antagonist -2.
Cn1cc(CN2CCC(O)CC2)c(-c2ccc(Oc3ccccc3)cc2)n1 was read as NOD2-RIPK2 inh 9, ABCB6 inh 2 98, Granule exo inh -2, MC4R ag barr -2.2, TLR9-MyD88 block -4, N-glyco inh -3, aDG glyco up 0.0, ABHD5-PLIN5 inh 1 and MC4R antagonist -6.
Screening O=C(Nn1cnnc1)c1cc(Cl)cc(Cl)c1 returned NOD2-RIPK2 inh 0, ABCB6 inh 2 101, Granule exo inh 1, MC4R ag barr -1.0, Vif inh 0, TLR9-MyD88 block -6, N-glyco inh 1, aDG glyco up -0.2, ABHD5-PLIN5 inh 2 and MC4R antagonist 8.
